V-ATPase pH – regulators of yeast V-ATPase proton pumping, primary screen, pHLuorin cytosolic pH fluorescence; response, % at 10 µM; 350,000 compounds, 0.37% hits; S. cerevisiae; in the data active = response mostly above about 7.3%, no sharp cut-off; inactive = mostly below about 5.4%; note: actives read high; inactives centre near 0; some compounds called inactive have numbers as strong as hits
DAGLB inhibitor – DAGLB lipase inhibitors, primary screen, biochemical, fluorescence, HTS | inhibition, % at 5.17 µM | 340,000 compounds, 0.059% hits | AID 504411, 2011 | HEK293T DAGLB membrane lysate, EnzChek fluorogenic substrate; in the data active = inhibition above about 34%;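 note: 0% = enzyme with vehicle and 100% = wells lacking enzyme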
C-LANA FP – inhibitors of KSHV C-LANA binding to DNA, primary screen, biochemical, fluorescence polarization, FAM-LBS DNA, MBP-C-LANA, single point. inhibition, % at 9 µM. 340,000 compounds, 0.078% hits. AID 504423, 2011;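 active = highest replicate inhibition at or above 60% at 9 µM, even if other replicates fall short; inactive = all replicates below 60% inhibition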;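 note: 0% = neutral control wells and 100% = 4 µM acridine orange control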
Keap1 Nrf2 FP – Keap1-Nrf2 protein-protein interaction inhibitors, primary screen, biochemical, fluorescence polarization, single point | Kelch-like ECH-associated protein 1 (Homo sapiens), Q14145 | Keap1 Kelch-Nrf2 peptide fluorescence polarization, 1536-well | inhibition, % at 9.4 µM | 340,000 compounds, 0.15% hits; in the data active = inhibition above about 12%;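 note: human Keap1 Kelch domain with fluorescein labeled Nrf2 9mer peptide probe; 0% = neutral control wells and 100% = peptide positive control; higher means more block of Keap1 binding to Nrf2 peptide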
Target sequence (Q14145 whole entry, looked up, the tested form may be a part): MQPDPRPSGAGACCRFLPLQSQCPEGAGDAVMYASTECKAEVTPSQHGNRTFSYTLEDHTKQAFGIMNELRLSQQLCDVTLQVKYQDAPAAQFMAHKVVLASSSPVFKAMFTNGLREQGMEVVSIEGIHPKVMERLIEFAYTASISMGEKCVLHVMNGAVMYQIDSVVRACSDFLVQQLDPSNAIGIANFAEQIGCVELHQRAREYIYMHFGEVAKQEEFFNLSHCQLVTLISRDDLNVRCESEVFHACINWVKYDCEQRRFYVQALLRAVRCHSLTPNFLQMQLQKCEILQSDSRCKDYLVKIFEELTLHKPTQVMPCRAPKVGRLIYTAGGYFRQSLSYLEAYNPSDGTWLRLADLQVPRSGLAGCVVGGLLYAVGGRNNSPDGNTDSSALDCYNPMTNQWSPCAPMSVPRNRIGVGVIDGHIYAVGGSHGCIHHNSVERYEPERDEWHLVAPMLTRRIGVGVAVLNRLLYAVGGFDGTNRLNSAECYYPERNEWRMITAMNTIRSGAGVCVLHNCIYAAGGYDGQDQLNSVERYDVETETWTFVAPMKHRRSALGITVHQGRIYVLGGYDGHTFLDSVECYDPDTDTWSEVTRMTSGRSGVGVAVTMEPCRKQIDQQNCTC
CAL PDZ FP-1 – untagged CAL PDZ binding inhibitors, primary screen, biochemical, fluorescence polarization, HTS; Golgi-associated PDZ and coiled-coil motif-containing protein (Homo sapiens), Q9HD26; purified CAL PDZ, TMR-peptide fluorescence polarization, 1 h; inhibition, % at 24.9 µM; 300,000 compounds, 0.92% hits; AID 602252, 2012;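 active = mean inhibition of at least 30% with at least half of replicates also reaching 30%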;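 note: 0% = DMSO neutral control and 100% = excess unlabeled competitor peptide PRC23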
NSD2 HMT inh – NSD2 histone methyltransferase inhibitors, primary screen, biochemical, AlphaScreen, single concentration, set 2; Histone-lysine N-methyltransferase NSD2 (Homo sapiens), O96028; NSD2 peptide methylation, 120 min; inhibition, % at 12.5 µM; 310,000 compounds, 0.54% hits; in the data active = inhibition above about 50%
Cardiac RTF inh – cardiac RTF calcium sensitivity inhibitors, primary screen, biochemical, IANBD-TnC fluorescence, EC70 calcium; Troponin I, cardiac muscle (Homo sapiens) + Troponin T, cardiac muscle (Homo sapiens) + …; IANBD-labeled cardiac RTF, Ca2+ fluorescence; inhibition, % at 7.15 µM; 340,000 compounds, 0.12% hits; AID 493244, 2011;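 active = inhibition above the mean inhibition of all tested compounds plus 3 SD, cut at about 17% in these data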;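 note: assay run at fixed EC70 calcium of 1.6 mM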
Pemphigus Ab inh – inhibitors of pemphigus antibody binding to DSG3, primary screen, biochemical, bead-based, flow cytometry, scFv-GFP. Desmoglein-3 (Homo sapiens), P32926. DSG3-coupled beads, scFv-anti-DSG3-GFP binding; hits give low values. binding (percent of control), % at 10 µM. 310,000 compounds, 0.48% hits;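 active = binding more than 3 SD below its plate's average and above zero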;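 note: hits lower antibody fragment binding to DSG3; some compounds called inactive have numbers as strong as hits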
Arrestin-AP2 inh – inhibitors of beta-arrestin/AP2 binding, primary screen, biochemical, GPCR trafficking, flow cytometry. AID 504490, 2011. FITC-arrestin peptide / GST-AP2 beads; AP2 beta2 appendage carries R879A mutation. beta-arrestin 1 C-terminal peptide binding to AP2 beta2-adaptin appendage (human). inhibition, % at 10 µM. 340,000 compounds, 0.31% hits;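 active = inhibition above a set limit, near 3 SD of compounds lacking own fluorescence, cut at about 54% in these data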;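 note: plate controls were DMSO wells for no effect and 5 µM unlabelled arrestin peptide for full effect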
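System: GST-AP2 R879A bound to glutathione beads, E. coli-expressed. Also added: 50 nM FITC-arrestin peptide. Schedule: compound with beads 12 min RT, then probe 1 h RT. Signal: bead flow cytometry, FITC channel. Read-out basis: percent response.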
CAL PDZ FP-2 – CAL PDZ peptide-binding inhibitors, primary screen, biochemical, fluorescence polarization, Cer-tagged CAL PDZ, HTS; inhibition, % at 20 µM; 330,000 compounds, 0.02% hits; purified CAL PDZ, TMR-peptide fluorescence polarization, 1 h; AID 504414, 2011;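 active = highest replicate inhibition of at least 40%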;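 note: plate controls were DMSO neutral control wells for no effect and unlabeled competitor peptide control wells for full effect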
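Read-out basis: mP drop reported as inhibition | Assay system: Tagged CAL PDZ protein CerCALP, purified | Benchmarks: Unlabelled peptide for full inhibition, DMSO wells as neutral | Schedule: 1 h incubation at room temperature before polarization reading | Buffer or medium: Sodium phosphate/NaCl buffer pH 7.4 with TCEP, IgG, Thesit | Doses: Single point, 20 µM | Measured by: Fluorescence polarization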
An asterisk follows results filed as active; · = no result given. This is a subset (hit frequency here may not be typical).

item	Compound	V-ATPase pH	DAGLB inhibitor	C-LANA FP	Keap1 Nrf2 FP	CAL PDZ FP-1
1	Cc1ccc(NC(=O)c2ncn(CCCN(CCCn3cnc(C(=O)Nc4ccc(C)c(C)c4)n3)Cc3ccc4[nH]ccc4c3)n2)cc1C	3	2	-1.1	4	-3
2	CC(=O)c1ccccc1C(=O)N(C)C1CCCN(Cc2ccccc2F)C1 (centres undefined)	2	-8	-0.4	-2	·
3	O=C(CCCCCN1C(=O)c2ccccc2C1=O)NCc1ccccn1	-3	-1	-0.5	-1	-2
4	Cc1ccc(CN2Cc3cccc4c3[C@@H](CC2=O)[C@H](O)[C@H](O)C4)cc1	5	2	-2.7	-4	-1
5	CCc1ccc(NC(=O)C2CCN(S(=O)(=O)c3ccc4[nH]c(=O)ccc4c3)CC2)cc1	9	2	-1.8	-2	9
6	Cc1ccc(S(=O)(=O)N2CCN(C(=O)COC(=O)COc3ccc(Cl)cc3)CC2)c(C)c1	3	-3	0.4	-3	-2
7	COc1ccccc1OCc1ccc(C(=O)Nc2ccncc2)o1	3	-2	-0.8	4	-12
8	CC(=O)c1cccc(Nc2nc(-c3ccccc3)nc3ccccc23)c1	4	-7	0.1	0	2
9	Cc1ccc(S(=O)(=O)c2nnn3c2nc(N2CCCCC2)c2ccccc23)cc1	-2	0	-0.8	-1	-5
10	Cc1c(CNC(=O)C2CCC(=O)N(CCc3ccccc3)C2)cnn1C (centres undefined)	-5	-3	-0.6	0	0
11	COc1ccc(-n2ncc(N(C)n3cccc3)c(Cl)c2=O)cc1	0	-4	0.4	-5	-2
12	COc1ccccc1NS(=O)(=O)c1ccc(C(=O)N2CCN(c3ccccc3O)CC2)cc1	5	3	0.5	-1	0
13	COc1cc(/C=C/C(=O)OCC(=O)N2CCCc3ccccc32)ccc1OC(F)F	-1	-3	-2.5	-1	-5
14	CCOC(=O)N1CCN(Cc2ccc3c(c2)OCO3)CC1	1	-2	1.0	-2	·
15	S=c1[nH]nc(CSCc2ccc(Cl)cc2Cl)n1-c1ccccc1	-6	-4	0.5	2	·

item	NSD2 HMT inh	Cardiac RTF inh	Pemphigus Ab inh	Arrestin-AP2 inh	CAL PDZ FP-2
1	·	-1	110	-1	-0.6
2	0	-1	114	1	-0.3
3	0	0	100	3	-0.7
4	·	-5	97	-4	0.7
5	·	-9	121	19	-3.4
6	1	-1	100	1	-0.3
7	·	-8	94	-3	-0.6
8	1	-6	98	-8	3.5
9	0	7	·	18	-1.2
10	-3	-1	113	-8	-1.5
11	1	-7	96	5	-1.3
12	1	-22	101	42	-1.8
13	-2	9	103	29	-0.7
14	-1	-1	92	12	-2.0
15	13	-3	107	10	-1.7

Following part
item	Compound	V-ATPase pH	DAGLB inhibitor	C-LANA FP	Keap1 Nrf2 FP	CAL PDZ FP-1
16	COc1cc(NC(=S)NC(=O)c2ccccc2F)ccc1NC(=O)c1ccco1	54*	-4	-0.6	1	0
17	COCC(=O)OCC(=O)Nc1ccccc1-c1ccccc1	2	-2	1.1	-1	·
18	CCOc1ccc(NS(=O)(=O)c2ccc(C(=O)N(C)CC(=O)Nc3ccccc3Br)cc2)cc1	0	0	-0.1	-4	-3
19	COc1c(C(=O)NCCSC(C)(C)C)ccc2ccccc12	2	-5	1.2	-1	-5
20	COc1c(S(=O)(=O)N2CCN(c3ccc(F)cc3)CC2)ccc(Cl)c1Cl	-4	-7	0.4	0	-5
21	O=C(COC(=O)c1ccc([N+](=O)[O-])o1)Nc1cccc2ccccc12	-4	-1	1.6	-3	·
22	COc1ccc(OC)c(C(=O)NC2CCSc3ccccc32)c1 (centres undefined)	1	-2	0.6	0	-1
23	CCOc1ccc(S(=O)(=O)N(C)c2ccc(OCC(=O)NCc3cccnc3)cc2)cc1	2	-1	-0.6	-2	-6
24	CS(=O)(=O)Nc1ccc(C2=NN(C(=O)C3CCCCC3)C(c3cccs3)C2)cc1 (centres undefined)	0	9	-2.9	3	-6
25	O=C(Nc1cccc(C(F)(F)F)c1)c1cccnc1N1CCN(CCO)CC1	-5	2	-0.2	-4	0
26	O=C(Nc1cccc(Br)c1)c1cc2ccccc2o1	-12	-5	-0.3	-2	-1
27	CC(=NCCc1ccccc1)C1=C(O)COC1=O	0	-7	0.6	2	-5
28	Cc1cc(N/N=C2/CCCc3ccccc32)nc2ccccc12	2	-11	-1.5	-3	·
29	CC(Oc1ccc(Br)cc1)C(=O)NC1CCCCCC1 (centres undefined)	1	-8	0.0	-4	-2
30	COC(=O)c1ccc(CN=C(NS(=O)(=O)c2ccccc2)c2ccccc2)cc1	0	-2	-2.0	3	-6

item	NSD2 HMT inh	Cardiac RTF inh	Pemphigus Ab inh	Arrestin-AP2 inh	CAL PDZ FP-2
16	2	6	·	-41	0.7
17	-1	-3	104	4	-1.5
18	0	-6	115	-10	-1.8
19	-1	12	98	0	0.2
20	-4	4	102	-11	-3.2
21	0	-3	104	9	0.0
22	3	4	·	4	-2.1
23	0	-5	97	-18	-0.7
24	0	0	131	-1	-1.6
25	10	6	99	2	-2.1
26	-3	-4	127	-5	-4.3
27	0	3	·	8	-0.8
28	7	-10	·	20	-0.5
29	1	2	102	6	-0.3
30	1	-6	·	2	-1.7

More structures.
item	Compound	V-ATPase pH	DAGLB inhibitor	C-LANA FP	Keap1 Nrf2 FP	CAL PDZ FP-1
31	Cn1c(NCCCN2CCOCC2)nc2c1c(=O)n(Cc1ccc(Cl)cc1)c(=O)n2C	3	0	-2.2	2	1
32	O=C(NCC1CCCN(Cc2cccc(C(F)(F)F)c2)C1)c1ccc(F)cc1 (centres undefined)	4	-4	-0.5	2	·
33	COc1ccc(NC(=O)COC(=O)/C=C/c2cnc3ccccc3n2)cc1	-2	-2	0.8	0	-5
34	COc1ccc(NC(C)=O)cc1S(=O)(=O)N(C)Cc1c(C)nn(-c2ccccc2)c1C	1	-2	0.5	-2	4
35	O=C(Nc1nnc(COc2ccc(Cl)cc2)s1)c1ccco1	-1	1	-1.5	2	-2
36	COc1ccccc1CNC(=O)C(Cc1c[nH]c2ccccc12)NC(=O)OCc1ccccc1 (centres undefined)	1	3	6.1	-7	-2
37	CN(C)C(CNC(=O)CNC(=O)Cc1cccc2ccccc12)c1ccccc1 (centres undefined)	-4	-4	-0.9	-5	-4
38	Cc1ccnc(NS(=O)(=O)c2ccc(Oc3ccccc3)cc2)c1	-4	0	0.6	1	-3
39	O=C(COc1ccccc1)NCCc1cn2ccsc2n1	0	-1	0.2	-1	·
40	O=C(CC(c1ccccc1)c1ccccc1)NCc1cccnc1	-3	-2	2.6	1	-1
41	O=C(CN1CCN(c2ccc(F)cc2)CC1)Nc1cccc(C(F)(F)F)c1	-9	-10	-0.6	-3	·
42	O=C(NC1=NCCS1)c1ccc(Cl)c(S(=O)(=O)N2CCCCC2)c1	-3	-3	2.8	-5	-3
43	CCn1nnnc1-c1ccc(OC)c(S(=O)(=O)Nc2ccc(S(N)(=O)=O)cc2)c1	-2	1	1.2	0	·
44	O=C1CC(NS(=O)(=O)c2cccnc2)CN1c1ccc(F)cc1 (centres undefined)	-4	-2	1.0	-6	0
45	COCc1ccc(C(=O)N2CCCC(N3CCN(c4cccc(Cl)c4)CC3)C2)s1 (centres undefined)	0	-3	·	·	·
46	O=C(CN(c1cccc([N+](=O)[O-])c1)S(=O)(=O)c1ccccc1)NCc1cccnc1	0	1	-1.1	0	-5
47	CC(C)c1cccc(-c2ccc3c(c2)S(=O)(=O)c2cccc(C(=O)NCc4ccccc4)c2C3=O)c1	1	-2	2.4	1	1

item	NSD2 HMT inh	Cardiac RTF inh	Pemphigus Ab inh	Arrestin-AP2 inh	CAL PDZ FP-2
31	17	1	104	-4	·
32	·	-12	92	-10	-2.6
33	1	11	81	17	-3.2
34	4	-2	102	34	0.0
35	1	-10	104	4	-0.5
36	-2	-3	100	-13	0.0
37	26	3	111	20	-2.4
38	0	9	96	22	-1.9
39	·	-4	104	18	1.1
40	4	-11	97	9	-1.8
41	0	4	115	14	0.2
42	2	-4	87	-3	-0.3
43	3	-6	102	-2	0.8
44	-3	-13	94	-6	-2.3
45	13	·	104	·	·
46	23	-5	·	0	0.7
47	·	7	97	31	0.4

From no. 31 as far as 38, copied from above:
item	Compound	V-ATPase pH	DAGLB inhibitor	C-LANA FP	Keap1 Nrf2 FP	CAL PDZ FP-1
31	Cn1c(NCCCN2CCOCC2)nc2c1c(=O)n(Cc1ccc(Cl)cc1)c(=O)n2C	3	0	-2.2	2	1
32	O=C(NCC1CCCN(Cc2cccc(C(F)(F)F)c2)C1)c1ccc(F)cc1 (centres undefined)	4	-4	-0.5	2	·
33	COc1ccc(NC(=O)COC(=O)/C=C/c2cnc3ccccc3n2)cc1	-2	-2	0.8	0	-5
34	COc1ccc(NC(C)=O)cc1S(=O)(=O)N(C)Cc1c(C)nn(-c2ccccc2)c1C	1	-2	0.5	-2	4
35	O=C(Nc1nnc(COc2ccc(Cl)cc2)s1)c1ccco1	-1	1	-1.5	2	-2
36	COc1ccccc1CNC(=O)C(Cc1c[nH]c2ccccc12)NC(=O)OCc1ccccc1 (centres undefined)	1	3	6.1	-7	-2
37	CN(C)C(CNC(=O)CNC(=O)Cc1cccc2ccccc12)c1ccccc1 (centres undefined)	-4	-4	-0.9	-5	-4
38	Cc1ccnc(NS(=O)(=O)c2ccc(Oc3ccccc3)cc2)c1	-4	0	0.6	1	-3

item	NSD2 HMT inh	Cardiac RTF inh	Pemphigus Ab inh	Arrestin-AP2 inh	CAL PDZ FP-2
31	17	1	104	-4	·
32	·	-12	92	-10	-2.6
33	1	11	81	17	-3.2
34	4	-2	102	34	0.0
35	1	-10	104	4	-0.5
36	-2	-3	100	-13	0.0
37	26	3	111	20	-2.4
38	0	9	96	22	-1.9

Bioassay records deposited in PubChem by several laboratories.
